Screening data: PubChem, several laboratories
GSK3B inh = human GSK3beta kinase inhibition | P49841 | GST-GSK3beta kinase, ADP-Glo luminescence, 60 min; hits give low values | activity score (negative = inhibition), % at 10 µM | 300,000 tested, 0.038% active | AID 2097;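 active = more than half of replicate wells score below -50%, meaning over 50% inhibition versus plate controls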;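 also: 0% = median DMSO wells and -100% = median GW8510 positive control wells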
Target sequence (P49841 whole entry, looked up): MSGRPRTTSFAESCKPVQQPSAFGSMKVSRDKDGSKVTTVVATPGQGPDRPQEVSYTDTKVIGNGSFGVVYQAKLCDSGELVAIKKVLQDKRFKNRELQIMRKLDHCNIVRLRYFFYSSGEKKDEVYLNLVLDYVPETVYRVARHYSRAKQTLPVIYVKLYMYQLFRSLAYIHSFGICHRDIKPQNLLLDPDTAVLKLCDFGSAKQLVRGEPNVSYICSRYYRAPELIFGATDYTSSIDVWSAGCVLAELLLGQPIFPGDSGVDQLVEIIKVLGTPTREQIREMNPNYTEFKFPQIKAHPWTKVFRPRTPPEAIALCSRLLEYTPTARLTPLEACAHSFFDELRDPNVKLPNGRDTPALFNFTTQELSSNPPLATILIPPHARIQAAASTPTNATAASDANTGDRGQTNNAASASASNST
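Assay system: GST-tagged human GSK3beta kinase, cell-free; Input: 1.6 ng GSK3beta; Medium: Tris/MgCl2 kinase buffer; Timing: 60 min enzyme reaction, room temperature; Signal: ADP-Glo luminescence quantifying ADP generated by kinase; Evaluation: score relative to plate controls; Benchmarks: DMSO neutral wells and GW8510 at 20 µM as positive.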
aSyn 5UTR inh = 5' untranslated region of α-synuclein, MLPCN primary screen; alpha-synuclein 5'UTR reporter, inhibitor activity; inhibition, % (tested at 7.5 µM); 300,000 tested, 0.82% active; AID 1813; in the data active = inhibition above about 60%;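 also: H4 neuroglioblastoma cells stably carrying SNCA 5'UTR luciferase fusion; 0% = DMSO wells and 100% = positive control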
DYRK1A inh = blocks rat Dyrk1A kinase activity | 310,000 tested, 0.43% active | inhibition, % at 12.5 µM | ADP-Glo luminescence, NFATc1 peptide | AID 504441 | Q63470; in the data active = inhibition above about 50%;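 also: plate controls were vehicle with enzyme for no effect and no enzyme for full effect; many of its hits are not listed in these tables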
GSK3 alpha inh = blocks human GSK-3 alpha kinase; P49840; ADP-Glo luminescence, 60 min; inhibition, % at 10 µM; 320,000 tested, 0.1% active;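 in the data active = inhibition above about 50%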;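 also: GST-tagged GSK-3 alpha with peptide substrate and 25 µM ATP; 0% = DMSO neutral wells and 100% = GW8510 positive control wells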
Target sequence (P49840 whole entry, looked up): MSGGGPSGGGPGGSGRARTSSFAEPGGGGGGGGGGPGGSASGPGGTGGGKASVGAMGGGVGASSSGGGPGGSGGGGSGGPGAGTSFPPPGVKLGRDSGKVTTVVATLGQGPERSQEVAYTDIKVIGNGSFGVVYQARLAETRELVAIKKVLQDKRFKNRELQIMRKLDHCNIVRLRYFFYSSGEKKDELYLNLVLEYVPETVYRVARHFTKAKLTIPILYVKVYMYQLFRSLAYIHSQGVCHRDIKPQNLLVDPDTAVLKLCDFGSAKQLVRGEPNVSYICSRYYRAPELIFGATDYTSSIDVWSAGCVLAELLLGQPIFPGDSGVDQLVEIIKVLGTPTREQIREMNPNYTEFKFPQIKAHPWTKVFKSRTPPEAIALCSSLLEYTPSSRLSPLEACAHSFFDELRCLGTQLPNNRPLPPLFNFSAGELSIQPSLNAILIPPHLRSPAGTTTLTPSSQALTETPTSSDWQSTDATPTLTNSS
HSF1 activator = increases HSF-1 driven luciferase reporter signal. NIH3T3-HGL HSF-1 luciferase reporter, MG132, 8 h; 100% = twice DMSO control signal. activation, % at 9 µM. 300,000 tested, 1.7% active;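 active = mean replicate activation of at least 50% with a set share of replicates each reaching 50%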;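 also: 0% = median of the neutral control wells and 100% = twice that signal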
HSP90 inh = blocks HSP90-mediated luciferase refolding in reticulocyte lysate. Rabbit reticulocyte lysate, luciferase refolding luminescence, 3 h. inhibition, % at 5.6 µM. 290,000 tested, 0.91% active;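 active = inhibition above the screen-wide mean plus 3 SD, computed separately per campaign, cut at about 16% in these data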;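 also: 0% = DMSO wells and 100% = 60 µM geldanamycin wells; inhibitors lower the luminescence because luciferase stays unfolded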
HSF1 inhib = HSF1 inhibition. 300,000 tested, 0.77% active. activity change, negative = inhibition, % at 7.5 µM (by protocol). AID 2098. NIH3T3-HGL HSE-luciferase, MG132-induced, luminescence 8 h; hits give low values;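 active = more than half of replicate wells show activity change below -50%, luminescence cut by over half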;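 also: luciferase reports HSF-1 transcriptional activity via heat shock element; 0% = median of DMSO wells and -100% = zero luminescence signal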
Platelet DG rel = platelet dense granule release activity. human platelet-rich plasma, SFLLRN dense granule ATP release, luminescence. inhibition, %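 (compounds screened at 7.5 µM in platelet-rich plasma)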. 300,000 tested, 0.22% active;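 active = mean replicate score, as percent of positive control, at or above 50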
KLF5 inhibitor = suppresses KLF5 promoter-driven expression; 290,000 tested, 0.23% active; AID 1700; inhibition, % at 5 µM; DLD-1 KLF5 promoter-luciferase reporter, luminescence;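 active = inhibition above a per-plate limit of that plate's mean compound inhibition plus 3 SD, cut at about 60% in these data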;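 also: 0% = DMSO wells and 100% = LY294002 at 200 µM; higher means less KLF5 promoter-driven luciferase light; inactives centre near -14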
IEC-6 tox = counter-screen for KLF5 inhibitors: cytotoxicity in IEC-6 cells. AID 1825. IEC-6 cytotoxicity, luminescence viability. inhibition, % at 5 µM. 290,000 tested, 0.78% active; in the data active = inhibition above about 22%;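 also: 0% = plate median of test compound wells and 100% = cytotoxic reference compound wells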
* marks the source's active call; other numbers are inactive results; · = not tested or not shown. These rows are one share of the data; rates above refer to the full screens.

SMILES | GSK3B inh | aSyn 5UTR inh | DYRK1A inh | GSK3 alpha inh | HSF1 activator | HSP90 inh | HSF1 inhib | Platelet DG rel | KLF5 inhibitor | IEC-6 tox
CCOC(=O)c1ccc(-n2c(=S)sc3c(=O)[nH]c(C)nc32)cc1 | 0.4 | 8.4 | 3.0 | 1.5 | -1.0 | -4.3 | -10.1 | 4.5 | -11.9 | -2.8
Cc1ccc(S(=O)(=O)N(C)Cc2ccccc2)cc1C(=O)N1CCCCC1 | -5.3 | -4.3 | 3.2 | 4.7 | -8.8 | 4.6 | -6.2 | -0.7 | 3.9 | 7.5
Cn1c(SCC(=O)O)nnc1-c1ccc(NC(=O)c2ccc(Cl)c(Cl)c2)cc1 | 3.2 | 16.8 | 33.4 | 1.5 | -6.9 | -2.5 | -5.5 | -2.1 | -22.2 | -8.3
CC(C)c1ccc(NS(=O)(=O)c2ccc3[nH]cc(C(=O)N4CCC(C(N)=O)CC4)c(=O)c3c2)cc1 | 7.9 | -4.9 | 12.8 | 3.8 | 1.9 | -1.3 | -2.0 | 29.1 | -16.8 | -6.4
COc1cc(-c2nc(C)c(C(C)=O)n2O)ccc1OCC(=O)Nc1ccc(F)cc1 | -3.0 | -21.1 | 4.3 | 1.5 | 9.6 | 1.6 | 4.5 | 1.5 | 13.8 | 1.7
CCn1cc(C(=O)N2CCN(c3ccc(F)cc3)CC2)c2cc(OC)c(OC)cc2c1=O | -0.5 | 11.2 | 0.4 | -1.1 | 3.3 | -2.1 | -11.1 | -2.8 | -19.2 | -5.5
Cc1ccc(CN2C(=O)CSC(C)C2=O)cc1 (stereo not drawn) | 1.1 | 8.6 | -1.2 | -1.8 | -8.2 | -0.6 | -5.8 | -1.5 | -6.9 | 0.6
CC(C)(C)NC(=O)/C=C/c1cccs1 | 2.0 | 10.7 | 9.8 | -1.1 | 0.1 | -0.7 | 1.1 | 2.1 | 0.5 | -2.6
O=C(c1cc2sccc2n1Cc1ccccc1)N1CCN(c2nc3ccccc3s2)CC1 | 0.8 | 34.2 | -0.7 | -0.5 | 14.6 | 3.5 | -6.6 | -3.6 | -8.9 | 2.8
O=C(CCN1C(=O)c2ccccc2C1=O)CN1CCOCC1 | 0.4 | -31.5 | · | -0.6 | 3.1 | 1.4 | -3.7 | -11.7 | -10.8 | 0.8
Cc1ccc(CN2CCSc3sccc3C2=O)cc1 | 2.0 | -39.5 | -5.3 | 5.9 | 14.0 | -3.8 | 9.4 | -0.6 | -23.9 | -8.2
CC(NC(=O)c1ccc(Br)cc1)C(=O)NC1=NCCS1 (stereo not drawn) | -0.4 | -13.8 | 3.1 | · | -6.1 | -4.2 | 2.8 | 9.9 | 3.0 | -2.6
COc1ccc(Cl)cc1NS(=O)(=O)c1ccc(S(=O)(=O)N2CCCC2)cc1 | 0.1 | -29.4 | -14.0 | 0.5 | 4.1 | 0.5 | -2.5 | -1.7 | 2.1 | -3.4
CCN1CCN(C(c2ccc(F)cc2)c2nnnn2Cc2ccc3c(c2)OCO3)CC1 (stereo not drawn) | -2.7 | 3.1 | -4.3 | 1.3 | -4.2 | 4.1 | 0.0 | 6.5 | 8.1 | 2.2
Cc1ccc(NC(=O)CN2C(=O)S/C(=C\c3ccc(OCC(=O)O)c(Br)c3)C2=O)cc1 | -4.6 | 12.9 | 13.9 | -2.7 | -0.5 | -3.1 | -2.7 | -1.6 | -12.1 | -6.4
CC1Sc2ccc(S(=O)(=O)NCCc3ccc(S(N)(=O)=O)cc3)cc2NC1=O (stereo not drawn) | 0.1 | -4.5 | 0.5 | -0.9 | 49.3 | 0.2 | 14.1 | 7.1 | -19.5 | -5.1
COc1ccc(/C=C2\CCC(C3CCCC3)C2=O)cc1Cn1cccn1 (stereo not drawn) | 2.6 | -10.9 | 4.4 | · | 32.0 | 1.4 | 2.3 | -3.9 | 5.5 | -4.2
COc1ccccc1N1CCN(C/C=C/c2ccc(N(C)C)cc2)CC1 | 0.6 | 8.1 | · | 0.7 | -9.3 | 3.9 | -1.7 | 10.0 | 6.0 | 4.8
CCOC(=O)C1=C(CC)Nc2ccccc2N/C1=N\S(=O)(=O)c1cc(Br)ccc1Br | 2.7 | -3.8 | -0.6 | · | 22.1 | -2.5 | 4.4 | 1.1 | 4.7 | -5.2
O=C(Cc1cccc(F)c1F)NC1CCCN(Cc2ccc(Cl)cc2)C1 (stereo not drawn) | 2.0 | 19.8 | · | -2.6 | -8.0 | 0.1 | -2.9 | 2.1 | -3.1 | 0.2
O=C(Nc1ccc(S(=O)(=O)N2CCc3ccccc32)cc1)c1ccco1 | -1.2 | 14.2 | 4.2 | -0.7 | 6.7 | 0.7 | 3.0 | 0.9 | 8.2 | -2.6
CCC1=Nc2cc(C(=O)NCCCN3CCOCC3)ccc2Sc2ccc(Br)cc21 | 1.9 | 4.4 | 2.9 | 0.3 | 15.1 | 2.9 | 4.7 | -2.7 | -10.3 | 5.9
O=C(COc1cccc2c1CCNC2=O)Nc1cccc(C(F)(F)F)c1 | 2.4 | -84.4 | -3.9 | 1.5 | -5.8 | · | 4.1 | -6.5 | · | ·
O=S(=O)(NC1CCCC1)c1ccc(S(=O)(=O)N(Cc2cccs2)CC2CCCO2)cc1 (stereo not drawn) | 0.0 | 22.6 | -33.1 | 4.3 | · | 1.5 | · | -5.6 | -28.3 | -7.2
c1csc(CSc2nnc3sc4ccccc4n23)c1 | 0.4 | -81.2 | -1.3 | 2.4 | 20.4 | -1.4 | 15.0 | 2.5 | -128.2 | 0.5
CCCCN=C1CC(C)(C)CC(=O)/C1=C(/O)CCC | 0.4 | -0.7 | -3.2 | 1.6 | 3.4 | 3.2 | -2.3 | -2.3 | -6.4 | -3.1
CCOC(=O)c1ccc(NC(=O)CCc2ccc(CC)o2)cc1 | 0.3 | 13.3 | 1.4 | -3.0 | -2.4 | 2.4 | 2.1 | -6.6 | -23.6 | 2.1
CC(=O)c1ccc(N2CCN(c3ncccn3)CC2)c([N+](=O)[O-])c1 | -0.3 | -53.4 | 3.7 | -0.3 | 12.2 | -1.6 | 5.0 | -38.8 | -47.3 | -6.8
Cc1cc(Br)ccc1OCc1nc(-c2cccnc2)no1 | 2.8 | -113.6 | -0.6 | 3.0 | 5.3 | 2.2 | -2.6 | -0.5 | -31.3 | -2.4
COC(=O)c1ccc(/C=N/NC(=O)C(=O)N2CCCCCC2)cc1 | 0.5 | 3.0 | 2.3 | -2.6 | 14.4 | -1.9 | -7.1 | -13.1 | -15.2 | -3.7
Cc1ccc(CNC(=O)C2C3C=CC(C3)C2C(=O)O)cc1 (stereo not drawn) | -0.3 | 0.3 | -0.9 | -0.1 | 10.5 | -3.0 | -9.2 | -4.8 | -10.6 | 0.4
O=C(COc1ccccc1Cl)Nc1ccc(S(=O)(=O)Nc2ccccn2)cc1 | 0.3 | 5.3 | -2.3 | 0.7 | -18.6 | -0.5 | -3.9 | 1.2 | -36.1 | -1.8
COc1ccc(-c2nnc(Nc3ccc(CC(N)=O)cc3)c3ccccc23)cc1 | 1.2 | 14.8 | 2.2 | 0.5 | 56.8* | -0.4 | 28.2 | 7.5 | -0.7 | -4.5
CC1(C)CC(=O)C2=C(C1)OC1=C(C2)C(=O)CC(C)(C)C1 | 1.5 | 18.1 | -2.8 | -1.2 | -2.0 | 0.3 | -3.7 | -3.6 | 1.8 | -0.5
Nc1nc(C2CCCCC2)cs1 | 0.1 | 16.0 | -1.0 | -2.5 | -3.5 | 1.5 | -0.4 | 4.1 | -21.9 | -1.2
CCOC(=O)C(Cc1ccccc1)C(=O)Nc1ccccc1C (stereo not drawn) | 4.6 | 1.8 | 1.8 | -3.0 | -8.2 | -0.1 | 1.7 | 0.2 | -4.2 | -1.4

Three entries from above, arranged by heavy-atom count, smallest number first.
SMILES | GSK3B inh | aSyn 5UTR inh | DYRK1A inh | GSK3 alpha inh | HSF1 activator | HSP90 inh | HSF1 inhib | Platelet DG rel | KLF5 inhibitor | IEC-6 tox
O=C(COc1ccccc1Cl)Nc1ccc(S(=O)(=O)Nc2ccccn2)cc1 | 0.3 | 5.3 | -2.3 | 0.7 | -18.6 | -0.5 | -3.9 | 1.2 | -36.1 | -1.8
CCN1CCN(C(c2ccc(F)cc2)c2nnnn2Cc2ccc3c(c2)OCO3)CC1 (stereo not drawn) | -2.7 | 3.1 | -4.3 | 1.3 | -4.2 | 4.1 | 0.0 | 6.5 | 8.1 | 2.2
O=C(c1cc2sccc2n1Cc1ccccc1)N1CCN(c2nc3ccccc3s2)CC1 | 0.8 | 34.2 | -0.7 | -0.5 | 14.6 | 3.5 | -6.6 | -3.6 | -8.9 | 2.8

Further structures
SMILES | GSK3B inh | aSyn 5UTR inh | DYRK1A inh | GSK3 alpha inh | HSF1 activator | HSP90 inh | HSF1 inhib | Platelet DG rel | KLF5 inhibitor | IEC-6 tox
COCCn1nnnc1C(CC(C)C)N1CCN(c2ccccc2)CC1 (stereo not drawn) | 5.0 | 8.3 | -1.1 | -2.9 | -9.1 | 1.7 | -8.5 | 1.6 | -19.2 | 0.2
CC(=O)Oc1oc(-c2ccccc2)nc1/C=N/c1ccccn1 | 1.6 | -71.6 | 3.5 | -1.7 | 1.0 | -1.9 | 1.6 | 4.3 | -16.6 | -3.7
CCCOc1ccc(-c2c(C(=O)N/N=C(\C)c3cccs3)nnn2-c2nonc2N)cc1 | 1.1 | 0.2 | -0.8 | -5.2 | -1.0 | -0.4 | -0.6 | -4.6 | -6.6 | -1.5
COc1ccc(-n2c(C(C)(C)C)csc2=Nc2c(C)n(C)n(-c3ccccc3)c2=O)cc1 | 1.5 | 9.4 | -0.9 | -1.9 | -13.2 | 2.7 | -6.5 | 24.4 | -12.7 | -1.2
N/C(=N\OC(=O)COc1ccc(Br)cc1)c1ccncc1 | 2.3 | -33.4 | 2.0 | -2.2 | 39.9 | -2.0 | 6.2 | 8.9 | 14.8 | -2.4
CC(C)Oc1cccc(OCCN2C(=O)c3ccccc3C2=O)c1 | 1.7 | -39.2 | -1.4 | -2.1 | 11.7 | -2.2 | 8.3 | 0.3 | -23.2 | 4.1
O=C(Nc1ccc(-c2csnn2)cc1)C(Cl)(Cl)Cl | 0.5 | -0.4 | -3.9 | -2.9 | -4.5 | -1.5 | 0.4 | -6.6 | -7.9 | 0.2
CCOc1ccc(CCNC(=O)C2CCN(c3nnc(-n4cccc4)s3)CC2)cc1 | 0.1 | 15.3 | 1.8 | -2.0 | 0.3 | 3.1 | -3.6 | -37.4 | -30.2 | 3.6
Cc1cc(C)n(C(=O)c2ccc(NC(=O)C3COc4ccccc4O3)cc2)n1 (stereo not drawn) | -1.9 | -20.1 | 6.7 | · | -11.9 | 3.4 | 0.6 | 2.1 | -15.2 | -1.4
COc1ccc(-c2cc(C(F)(F)F)nc(S(C)(=O)=O)n2)cc1OC | 1.2 | -34.9 | 2.6 | · | 236.1* | 1.4 | 193.1 | 15.0 | 17.3 | 26.4*
COc1ccc2[nH]cc(CCNC(C)=O)c2c1 | 0.3 | 21.7 | -6.6 | 0.0 | -11.4 | · | -9.2 | -1.6 | · | ·
O=C(COc1ccccc1)Nc1nnc(S(=O)(=O)Nc2ccccc2)s1 | 1.6 | -10.3 | 1.8 | -4.8 | 5.0 | -2.2 | -0.8 | -1.4 | -8.5 | -4.4
